# SMARCA2 activ = SMARCA2 (BRM) function activators, primary screen, cell-based, luminescence, high throughput; MG213 cells, MMTV-luciferase reporter, dexamethasone, overnight; activation, % at 9.1 µM; 370,000 tested, 1% active; in the data active = activation above about 7.8%;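 note: 0% = vehicle wells and 100% = reference activator wells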
# GC-B act = human GC-B receptor activators, primary screen, HEK293 GC-B cells, cGMP TR-FRET, EC30 CNP; Atrial natriuretic peptide receptor 2 (Homo sapiens), P20594; AID 1920062, 2024; activation, % at 10 µM; 370,000 tested, 0.11% active; 0% at EC30 CNP, 100% saturating CNP;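 active = activation at 10 µM reaching about 35% in either raw or pattern-adjusted values, limit read from the data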
# PG9 Ab binder = binders of HIV-1 gp120 antibody PG9, primary screen, biochemical, TR-FRET; HIV-1 gp120 / PG9 antibody interaction; TR-FRET gp120-PG9 antibody binding; inhibition, % at 6.7 µM; 360,000 tested, 0.43% active; in the data active = inhibition above about 8.5%
# mABHD4 FP = ABHD4 inhibitors, primary screen, biochemical, fluorescence polarization, mouse; inhibition, % at 8.92 µM; (Lyso)-N-acylphosphatidylethanolamine lipase (Mus musculus), Q8VD66; purified mABHD4, FP-Rh probe fluorescence polarization; AID 720543, 2013; 370,000 tested, 0.54% active;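 active = inhibition exceeding the mean over every tested compound plus 3 SD, cut at about 30% in these data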;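 note: 0% = plate median of compound wells and 100% = S159A mutant with DMSO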
# Target sequence (Q8VD66 whole entry, looked up): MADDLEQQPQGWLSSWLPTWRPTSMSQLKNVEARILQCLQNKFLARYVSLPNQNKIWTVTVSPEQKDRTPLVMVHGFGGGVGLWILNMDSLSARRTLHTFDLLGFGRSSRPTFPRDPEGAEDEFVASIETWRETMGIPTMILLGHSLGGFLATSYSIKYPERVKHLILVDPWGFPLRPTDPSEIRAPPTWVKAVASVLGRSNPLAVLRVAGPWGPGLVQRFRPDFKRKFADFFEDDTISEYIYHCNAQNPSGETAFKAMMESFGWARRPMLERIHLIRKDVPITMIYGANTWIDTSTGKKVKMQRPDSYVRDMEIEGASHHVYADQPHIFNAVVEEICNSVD
#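 Material: mouse ABHD4 enzyme, wild type; Benchmarks: S159A mutant high control, sample median low control; Buffer or medium: HEPES pH 7.0, NaCl, Pluronic buffer; Signal: fluorescence polarization; Read-out: percent inhibition of probe binding, normalized to plate controls; Timing: pre-incubation 45 min, probe exposure 60 min, at 25 °C; Dosing: 8.92 µM, single dose.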
# ARFGAP1 inhibitor = inhibitors of rat ARFGAP1 GAP activity, primary screen, biochemical, fluorescence polarization, GDP tracer; ADP-ribosylation factor GTPase-activating protein 1 (Rattus norvegicus), Q62848; inhibition, % at 16.5 µM; 360,000 tested, 0.26% active; Arfgap1-stimulated ARF1 GTP hydrolysis, GDP FP detection;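 active = inhibition above a per-plate limit, mean inhibition of low control wells plus 3 SD, cut at about 25% in these data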;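 note: 0% = DMSO wells with enzyme and 100% = wells lacking Arfgap1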
# Target sequence (Q62848 1-136 limits assumed): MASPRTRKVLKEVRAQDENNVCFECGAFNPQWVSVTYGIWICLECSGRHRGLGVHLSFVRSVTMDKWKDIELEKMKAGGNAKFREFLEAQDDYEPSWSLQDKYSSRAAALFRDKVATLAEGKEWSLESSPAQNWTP
#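 System: truncated rat Arfgap1 GAP domain / Benchmarks: high control wells lacking Arfgap1, low control full reaction with DMSO / Times: compound-enzyme preincubation 20 min, reaction 120 min, detection 60 min, 25 °C / Repeats: one replicate per compound / Also added: human ARF1(Δ1-17)-GTP substrate / Measured by: Tracer-displacement fluorescence polarization with EDTA stop, 620/688 nm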
# HTRA1 inhibitor = HTRA1 serine protease inhibitors, primary screen, biochemical, fluorescence polarization, HTS. inhibition, % at 5.96 µM. 340,000 tested, 0.5% active. Q92743. recombinant HTRA1, FP-rhodamine activity-based probe; in the data active = inhibition above about 36%;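 note: 0% = enzyme with DMSO and 100% = wells lacking enzyme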
# GC-A act = GC-A stimulated cGMP production enhancers – HEK293 GC-A cells, cGMP TR-FRET, EC30 ANP, primary screen. Atrial natriuretic peptide receptor 1 (Homo sapiens), P16066. 0% at EC30 ANP, 100% saturating ANP. activation, % at 10 µM. 370,000 tested, 0.14% active; in the data active = activation above about 40%
# ASAP1 GAP inh = inhibitors of human ASAP1 ArfGAP activity, primary screen, biochemical, fluorescence polarization | ASAP1-stimulated ARF1 GTP hydrolysis, GDP FP detection | inhibition, % at 16.5 µM | 360,000 tested, 0.19% active; in the data active = inhibition above about 25%;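 note: 0% = vehicle with enzyme and substrate and 100% = no enzyme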
# Target sequence (Q9ULH1 325-724 limits assumed): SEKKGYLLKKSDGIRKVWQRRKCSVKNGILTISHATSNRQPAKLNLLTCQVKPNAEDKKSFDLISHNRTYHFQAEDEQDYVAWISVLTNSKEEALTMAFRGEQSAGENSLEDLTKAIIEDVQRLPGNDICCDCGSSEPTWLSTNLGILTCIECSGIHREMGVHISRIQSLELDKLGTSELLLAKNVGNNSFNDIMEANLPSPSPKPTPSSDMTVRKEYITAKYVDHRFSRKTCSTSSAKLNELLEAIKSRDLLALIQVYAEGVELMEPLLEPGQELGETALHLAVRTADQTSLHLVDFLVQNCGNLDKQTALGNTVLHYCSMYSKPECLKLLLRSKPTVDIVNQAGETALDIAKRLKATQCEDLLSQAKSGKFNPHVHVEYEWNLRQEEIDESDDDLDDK
# Rev-erbA mod = modulators of Rev-erb alpha DNA binding, primary screen, biochemical, FITC-DNA, fluorescence polarization, uHTS; Nuclear receptor subfamily 1 group D member 1 (Homo sapiens), P20393; Rev-erbα–FITC-DNA binding, 90 min; activity, % at 10 µM; 370,000 tested, 0.79% active;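 active = activity above about 14%, limit read from the data; passing the limit was not always enough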;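 note: 0% = DMSO wells with 35 nM protein and 100% = DMSO wells with 750 nM protein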
# rCAG RNA binder = binders of r(CAG) RNA repeats, primary screen, biochemical, fluorescence; r(CAG) RNA repeat, TO-PRO-1 dye displacement fluorescence; inhibition, % at 3 µM; 370,000 tested, 1.3% active; AID 651821, 2012;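 active = inhibition above the plate cutoff, the mean of all test compounds on that plate plus 3 SD, cut at about 35% in these data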;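 note: 0% = DMSO alone and 100% = 100 µM mitoxantrone as full dye displacement; higher means more dye released from RNA so lower well fluorescence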
# Numbers without * were called inactive; . = no result given. Compounds as they come, and some 4.4% of all compounds hit somewhere here.
# Results follow in this order: SMARCA2 activ	GC-B act	PG9 Ab binder	mABHD4 FP	ARFGAP1 inhibitor	HTRA1 inhibitor	GC-A act	ASAP1 GAP inh	Rev-erbA mod	rCAG RNA binder
> Cc1ccc2cc(CN(Cc3ccco3)C(=O)c3cccs3)c(=O)[nH]c2c1
    -3	9	4.3	-2	3	-12	-3	0	-4	10
> COc1ccc(/C=C2\CCC(C3CCCC3)C2=O)cc1 (stereo unspecified)
    2	2	-0.4	3	6	1	1	5	1	7
> CN(CCc1ccccc1)C(C(=O)c1ccc2c(c1)OCO2)c1nnnn1-c1ccccc1NC(=O)OC(C)(C)C (stereo unspecified)
    2	-3	-0.8	6	10	.	-6	7	-4	11
> COc1cc(CN2C(=O)C(CCc3ccccc3)ON=C2c2cnccn2)cc(OC)c1 (stereo unspecified)
    0	-3	-2.2	-9	-1	.	-2	-4	-12	2
> COc1cccc(CNc2nc3cc(-c4ccccc4CO)sc3c(=O)n2C)c1
    0	-1	-0.8	-28	10	.	6	4	-1	1
> O=C(COC(=O)c1ccc2c(c1)OCO2)Nc1ccccc1OC(F)F
    3	3	6.9	-4	7	-3	-2	5	2	-1
> CCOc1ccccc1NC(=O)CSc1ccc([N+](=O)[O-])cc1
    -2	-6	0.0	-13	0	-5	-2	6	-5	4
> O=C(NC1CCCC1)C(c1ccc(F)cc1)N(Cc1ccc(Cl)cc1)C(=O)CCl (stereo unspecified)
    -2	-11	0.5	5	0	-6	-45	-9	-11	-7
> Cc1nnc2nc(-c3ccccc3)nc(-c3ccccc3)n12
    1	-10	-1.9	-11	-4	1	-12	-10	-2	2
> CN(Cc1ccc(OC(F)F)cc1)C(=O)C1CCN(S(=O)(=O)c2ccc3c(c2)OCCO3)CC1
    -4	-1	0.2	5	13	-2	-3	11	7	2
> CCN(Cc1ccccc1)S(=O)(=O)c1ccc(F)cc1
    0	-6	-0.8	-3	-3	0	4	-9	-1	-5
> NC(=O)c1ccc([N+](=O)[O-])cc1SCc1ccccc1
    1	-1	-1.2	17	-1	8	0	0	-5	15
> COC(=O)Cn1cc(C(=O)OC)c2ccccc21
    1	6	-0.3	7	7	-2	0	5	12	-3
> CCOC(=O)/C=C/c1ccccc1S(=O)(=O)NC(C)(C)C
    -1	5	-0.3	3	-2	-3	0	4	-6	-2
> COc1cccc(NC(=O)c2ccn(C)n2)c1
    1	0	0.6	0	8	4	-2	7	-1	0
> Cc1cc(OC(C)C(=O)NC2CC(C)(C)NC(C)(C)C2)c2c(C)cc(=O)oc2c1 (stereo unspecified)
    1	-4	0.5	6	13	2	-4	-15	-6	4
> Cc1ccc(NC(=O)c2ccc3c(c2)[nH]c(=O)n3C(C)C)cc1
    -5	0	0.0	-7	-4	-6	-9	-20	8	-1
> NC(=O)c1ccc(NC(=O)COC(=O)CCC2CCCCC2)cc1
    -3	-5	-2.9	-16	1	-7	-3	-4	2	0
> CN(CC(=O)Nc1ccc(Cl)c(C(F)(F)F)c1)C(=O)C1CC(=O)N(CCc2ccccc2)C1 (stereo unspecified)
    -3	-6	-2.4	-4	1	-7	-3	5	3	-3
> Cc1ccc(NC(=O)c2cc(CC(C)C)nc3ccccc23)cc1
    0	-5	-0.1	-11	8	-19	2	14	1	-6
> COc1ccc(Cc2nnc(NC(=O)C3CC(=O)N(c4ccccc4)C3)s2)cc1OC (stereo unspecified)
    3	6	-0.1	-3	10	-9	1	4	-4	4
> CCc1cccc(C)c1NC(=O)c1ccccc1
    -3	2	-0.3	0	17	-9	1	2	3	-3
> COC(=O)C1CC(=O)N(c2ccc(C)cc2)C1 (stereo unspecified)
    -1	-2	-1.4	-1	-1	-1	1	2	-4	-2
> Nc1nnc(SCCCC(=O)c2ccccc2)s1
    1	-4	0.7	2	10	1	2	5	6	-3
> O=C(CSC1CN(C(c2ccccc2)c2ccccc2)C1)N/N=C/c1ccccc1
    -6	-7	-0.6	-3	4	-41	-6	9	3	4
> CS(=O)(=O)c1ccc(Cl)c(NC(=O)COC(=O)COc2ccc3c(c2)CCC3)c1
    -4	-5	0.7	0	-4	0	0	1	-2	0
> COc1ccccc1-n1c(SCC(=O)NC(C)(C)C)nc(O)cc1=O
    5	0	-2.4	4	6	0	-2	-2	-2	11
> Cc1cccc(OCC(=O)Nc2ccccc2N2CCN(C(=O)C(C)C)CC2)c1C
    -3	-2	1.5	-18	-1	2	10	2	3	-1
> CCCCc1nc2sc3c(SCCN(C)C)ncnc3c2c2c1CCC2
    -4	6	-0.3	6	-11	-5	-5	-9	31*	1
> O=C(O)CCNC(=O)COc1ccc2c3c(c(=O)oc2c1)CCCC3
    2	1	-3.1	-2	-3	0	1	-3	11	0
> Cc1ccc(-c2nnc(NC(=O)c3c(F)cccc3Cl)s2)cc1
    2	3	2.5	3	1	-4	-3	2	8	2
> COc1ccc(NS(=O)(=O)c2cc(C)ccc2NC(=O)c2cc(C)oc2C)cc1
    -3	-9	1.8	-27	5	-50	-7	6	-1	12
> CN(C(=S)Nc1ccc(Oc2ccccc2)cc1)c1ccc(O)cc1
    -1	1	-3.1	35*	6	45*	-19	-2	-5	11
> Cc1ccc(SCCC(=O)NCc2ccco2)cc1
    1	3	-1.7	0	-10	3	2	-1	1	-3
> CC(=O)Nc1ccc(C2C(=O)c3ccccc3C2=O)cc1
    2	-1	-12	-10	8	-2	1	6	1	10
> Cc1cc(C)nc(SCCn2c(N(C)Cc3ccccc3)nc3c2c(=O)n(C)c(=O)n3C)n1
    .	0	.	.	.	3	0	.	2	.
> COc1ccc(OC)c(NC(=S)NCCCN2CCOCC2)c1
    3	-5	-0.7	-1	-2	2	3	8	1	0
> Cc1nc(N)nc(-c2ccccc2O)n1
    1	-4	1.3	0	5	7	2	2	7	0
> COc1ccc(-c2noc(CN(C)C(=O)c3ccco3)n2)cc1
    -2	2	-0.3	-1	3	-3	1	-5	1	-2
> CCCCn1c(N)c(N(CC(C)C)C(=O)C2=NN(c3cc(C)ccc3C)C(=O)CC2)c(=O)[nH]c1=O
    -1	-2	0.1	-1	11	1	-1	8	0	4
> CCCCCCCCN1C(=O)[C@@H](CC(=O)N2CCN(C(=O)C3CC3)CC2)C[C@@]2(C(=O)OC)C1=C[C@H](COCc1ccccc1)O[C@@H]2C
    -3	-1	.	-4	.	.	-3	.	3	5
> Cc1cc(Cl)c(C)c(S(=O)(=O)Oc2ccccc2NC(=O)CCC(=O)O)c1Cl
    -1	5	1.3	-5	3	7	0	19	0	17
> CCn1c(SCc2nc3ccccc3[nH]2)nnc1-c1cnccn1
    -4	-5	0.6	-7	8	-1	-3	2	3	4
> Cc1cn2c(N)c(/C=C3\C=Nc4ccccc43)c(=O)nc2s1
    0	-6	-1.2	2	-2	-19	-8	-4	-8	25
> C=CCNC(=O)c1oc2ccc(S(=O)(=O)N3CCCCC3)cc2c1C
    -2	3	-0.3	-4	-5	2	1	-16	-3	0
> COc1cc(OC)cc(C(=O)NC(=S)Nc2ccc3c4c(cccc24)CC3)c1
    -2	1	-1.2	-5	10	-3	-3	4	0	2
> O=C(CCS(=O)(=O)c1ccc(Cl)cc1)Nc1nc(-c2ccncc2)cs1
    -2	-2	1.0	-6	10	-8	-3	-1	-1	1
> CC(C)c1ccc(NC(=O)CCC(=O)NCc2ccco2)cc1
    3	1	-0.4	0	5	-2	1	2	1	-5
> CCCc1nnc(NC(=O)CCC(=O)N2CCCCC2)s1
    -1	-5	-0.9	1	-3	1	7	-2	2	-3
> O=C(O)c1cccc2c1C(=O)c1ccc(-c3ccc(OC(F)(F)F)cc3)cc1S2(=O)=O
    2	-5	-0.7	10	-8	-23	-4	1	-3	69*

# An excerpt from above, showing only Rev-erbA mod:
canonical_smiles	Rev-erbA mod
C=CCNC(=O)c1oc2ccc(S(=O)(=O)N3CCCCC3)cc2c1C	-3
CCCc1nnc(NC(=O)CCC(=O)N2CCCCC2)s1	2

# Continuation.
# Results follow in this order: SMARCA2 activ	GC-B act	PG9 Ab binder	mABHD4 FP	ARFGAP1 inhibitor	HTRA1 inhibitor	GC-A act	ASAP1 GAP inh	Rev-erbA mod	rCAG RNA binder
> COc1cccc(C(=O)Oc2c(Br)cc(Br)cc2/C=N/NC(=O)c2cc(C)[nH]n2)c1
    -6	-3	-0.5	-14	7	8	-10	-4	2	14
> CCCc1nc2sc3c(SCC(=O)NCc4ccco4)ncnc3c2c2c1CCC2
    -3	4	-0.2	0	-1	-12	2	4	-1	-1
> Cc1ccc(S(=O)(=O)N2CCN(C(=O)C(C)Cn3nc(C)c(C)c3C)CC2)cc1 (stereo unspecified)
    -5	-4	-0.1	3	4	0	4	5	6	-3
> Cc1ccccc1OCC(O)Cn1c(NCc2ccccc2)nc2c1c(=O)[nH]c(=O)n2C (stereo unspecified)
    2	-1	1.0	-1	-5	-2	3	-18	-9	0
> Cc1ccc(S(=O)(=O)N(Cc2ccc(F)cc2)C(=O)N2CCN(C)CC2)cc1
    -2	3	0.4	3	-10	5	-3	-2	3	0
> C=C(C)CN1C(=O)C2(OCCO2)c2ccccc21
    -2	2	1.0	-1	-3	16	4	6	1	-1
> O=C(C1COc2ccccc2O1)N1CCN(c2ccccc2)CC1 (stereo unspecified)
    0	1	1.0	-5	4	1	1	10	6	-5
> CCOC(=O)CSc1ncnc2c1cnn2-c1ccc(C)cc1
    -1	1	0.1	-5	-3	0	1	-6	-7	1
> C/C=C/C=C/C(=O)N1C[C@H](C)N(C)C[C@H]1C
    7	8	.	-7	.	.	2	.	-5	1
> CC(=O)c1ccc(OC2(C)CCN(Cc3ccc4ccccc4c3)C2)cc1 (stereo unspecified)
    -6	-3	1.9	-3	4	.	0	0	-7	0
> Cn1cnc([N+](=O)[O-])c1SCC(=O)NN
    3	5	-0.8	-2	-12	-1	-1	0	6	0
> COc1ccccc1CNS(=O)(=O)CC12CCC(CC1=O)C2(C)C (stereo unspecified)
    -3	4	3.0	0	0	3	3	-3	-1	-1
> Cc1cc2c(NCc3ccccc3)ncnc2s1
    -3	-3	-4.8	1	-4	-7	0	-3	-7	-3
> Brc1ccc2ncnc(NCc3ccco3)c2c1
    -4	3	2.6	-3	-4	-10	0	-4	1	2
> CCN(CC)CCNC(=O)CCn1c(=S)[nH]c2cc3c(cc2c1=O)OCO3
    1	6	-0.2	1	11	2	3	0	-4	1

# High-throughput results (PubChem)
